D2 PAM – HTS Assay for Positive Allosteric Modulators of the Human D2 Dopamine Receptor: Primary Screen for Potentiators; AID 485347, 2010; HEK293 T-REx D2, calcium flux, EC20 dopamine potentiation; actives 0.34% (n = 340,000); D(2) dopamine receptor (Homo sapiens), P14416; potentiation, % at 10 µM;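 active means potentiation over 3 SD above the plate norm, cut at about 30% in these data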; further: 0% is about no effect
Target sequence (P14416 whole entry, looked up): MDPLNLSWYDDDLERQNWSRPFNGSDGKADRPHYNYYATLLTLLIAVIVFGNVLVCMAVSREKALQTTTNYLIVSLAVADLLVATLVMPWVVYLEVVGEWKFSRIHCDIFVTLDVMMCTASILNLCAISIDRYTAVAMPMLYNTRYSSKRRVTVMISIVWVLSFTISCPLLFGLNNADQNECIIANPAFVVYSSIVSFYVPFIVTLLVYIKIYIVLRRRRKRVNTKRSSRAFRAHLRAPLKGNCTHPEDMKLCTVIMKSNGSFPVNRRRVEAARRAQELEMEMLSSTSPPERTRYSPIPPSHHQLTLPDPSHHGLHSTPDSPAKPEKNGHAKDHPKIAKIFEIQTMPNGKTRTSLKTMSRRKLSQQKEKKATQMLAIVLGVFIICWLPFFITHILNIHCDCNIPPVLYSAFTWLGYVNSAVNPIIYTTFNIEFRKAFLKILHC
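Primary screen. Calcium kinetics in induced HEK293 T-REx D2 cells: compound pre-addition 180 s, EC20 dopamine, 180 s more.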
D2 ag – HTS Assay for Allosteric Agonists of the Human D2 Dopamine Receptor: Primary Screen for Agonists | D(2) dopamine receptor (Homo sapiens), P14416 | HEK293 T-REx D2 cells, calcium flux agonist mode | activation, % at 2 µM | actives 0.53% (n = 340,000) | AID 485358, 2010;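 active means activation over 3 SD above normal in the single-dose calcium agonist read, cut at about 30% in these data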; further: 0% is about no effect
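In this primary screen, compounds producing a positive calcium signal within 180 s of addition to tetracycline-induced, force-coupled HEK293 Trex D2 cells are flagged; cells are dye-loaded with a no-wash calcium kit beforehand.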
D2 antagonist – HTS Assay for Allosteric Antagonists of the Human D2 Dopamine Receptor: Primary Screen for Antagonists; D(2) dopamine receptor (Homo sapiens), P14416; AID 485344, 2010; inhibition, % at 10 µM; HEK293 TREx D2 cells, calcium flux, dopamine EC80; actives 2% (n = 340,000); in the data active means inhibition above about 30%; further: 0% is about no effect
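Tetracycline-induced HEK293 T-REx cells expressing D2 force-coupled to calcium signalling were dye-loaded, exposed to compound for 180 s, then challenged with an EC80 of dopamine; calcium flux was followed kinetically for a further 180 s.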
TRHR PAM – qHTS for Small Molecule Agonists and Allosteric Enhancers of Human TRH Receptor: Primary Screen for Enhancers; TRHR cells, fluo-8 calcium fluorescence, EC20 TRH enhancement; enhancement, % at 2 µM; actives 0.66% (n = 360,000); AID 493056, 2011; in the data active means enhancement above about 30%; further: 0% is about no effect
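Enhancer read-out: after compound pinning and an initial kinetic agonist-mode read, an EC20 of TRH (10 nM final) was injected and fluo-8 calcium signal (Ex 480/Em 530) followed at 1 s/cycle for 100 cycles in TRHR-expressing cells.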
D1 potentiator – Potentiators of Human D1 Dopamine Receptor: qHTS; D(1A) dopamine receptor (Homo sapiens), P21728; HEK293 TREx D1 cells, calcium flux, dopamine EC20 potentiation; potentiation, % at 10 µM; actives 0.036% (n = 360,000); AID 504651, 2011; in the data active means potentiation above about 30%; further: 0% is about no effect
Target sequence (P21728 whole entry, looked up): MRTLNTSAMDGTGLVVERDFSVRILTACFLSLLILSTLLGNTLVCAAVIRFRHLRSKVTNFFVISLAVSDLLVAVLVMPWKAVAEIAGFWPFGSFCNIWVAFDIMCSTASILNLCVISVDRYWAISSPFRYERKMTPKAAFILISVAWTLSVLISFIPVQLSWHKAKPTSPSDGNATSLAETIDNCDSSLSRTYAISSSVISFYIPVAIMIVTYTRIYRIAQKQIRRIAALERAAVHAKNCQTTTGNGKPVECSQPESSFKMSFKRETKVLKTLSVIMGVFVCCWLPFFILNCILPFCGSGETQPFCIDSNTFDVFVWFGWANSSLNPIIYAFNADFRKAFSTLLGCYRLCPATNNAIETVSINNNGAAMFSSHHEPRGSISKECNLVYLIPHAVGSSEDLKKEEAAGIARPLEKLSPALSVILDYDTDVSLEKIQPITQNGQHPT
D1 antagonist – Antagonist of Human D 1 Dopamine Receptor: qHTS. activity change, negative = inhibition, % at 10 µM. D(1A) dopamine receptor (Homo sapiens), P21728. HEK293 TREx D1 cells, calcium flux, dopamine EC80; hits give low values. AID 504652, 2011. actives 3.2% (n = 360,000); in the data active means activity change below about -30%; further: on the % scale 0 is the no-effect control and ±100 the full control effect
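Using tetracycline-induced force-coupled D1 Hek293 cells and a calcium dye, signals were followed for 180 s after compound, then for 180 s after EC80 dopamine, to detect inhibitors.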
D1 ag – Allosteric Agonists of the Human D1 Dopamine Receptor: qHTS. activation, % at 2 µM. actives 1% (n = 360,000). HEK293 T-REx D1 cells, calcium flux, agonist mode. AID 504660, 2011; further: 0% is about no effect
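Agonism was scored from calcium flux recorded over 180 s (1 read/s) after pintool compound addition, following a 10-cycle baseline. Cells were inducible force-coupled HEK293 TREx D1, plated overnight at 30 C and loaded with no-wash calcium dye.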
RXFP1 antag – qHTS Assay for Antagonists of the Relaxin Receptor RXFP1; Relaxin receptor 1 (Homo sapiens), Q9HBX9; HEK293-RXFP1, relaxin-stimulated cAMP HTRF, 30 min; hits give low values; activity change, negative = inhibition, % at 57.5 µM; actives 0.59% (n = 350,000);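 active means activity change of -60% or lower, but not beyond a set lower limit; inconclusive means change between -60% and -40%, or beyond the set limit; inactive means change above -40%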; further: on the % scale 0 is the no-effect control and ±100 the full control effect
TRHR ag – qHTS for Small Molecule Agonists and Allosteric Enhancers of Human TRH Receptor: Primary Screen for Agonists | Thyrotropin-releasing hormone receptor (Homo sapiens), P34981 | TRHR cells, calcium flux fluo-8, FDSS agonist mode | activation, % at 2 µM | actives 0.18% (n = 360,000); further: 0% is about no effect
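Read-out: compound-evoked intracellular calcium rise in TRHR cells, fluo-8 dye, kinetic FDSS fluorescence at 1 s/cycle following a 10-cycle baseline. Cells cultured overnight before dye loading (30 min–1.5 h, RT).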
* = called active by the depositor; ? = inconclusive; . = not tested or not shown. Unless noted, no stated cut-off is given here; in the data, active means activation above about 30%; inactive means the rest. The order is random. Share with any hit: about 7.3%.

cpd | smiles | D2 PAM | D2 ag | D2 antagonist | TRHR PAM | D1 potentiator | D1 antagonist | D1 ag | RXFP1 antag | TRHR ag
1 | CN(C)S(=O)(=O)c1ccc(Cl)c(C(=O)NCC2CCCCC2)c1 | . | -2.6 | -13 | 5 | 2 | 17 | 1 | -1 | -0.2
2 | COc1ccc(C)cc1NC(=O)Cn1c(=O)ccc2cc(S(=O)(=O)N3CCCC3)ccc21 | 3 | -0.6 | . | -1 | -1 | 25 | 0 | . | 0.2
3 | COc1ccc(Nc2cc(C)nc3ncnn23)cc1Cl | . | . | . | 6 | -1 | 5 | 4 | 3 | 2.8
4 | CC1CCc2c(sc(NC(=O)COC(=O)c3ccccc3NCc3ccco3)c2C#N)C1 (configuration not stated) | 9 | 0.3 | 9 | 7 | 5 | 17 | -1 | 5 | -0.1
5 | COc1ccc(Nc2nc(-c3cccc(OC)c3O)nc3ccccc23)cc1 | 5 | -1.6 | 9 | 1 | -6 | -14 | -1 | -23 | -0.5
6 | O=C(Nc1cc(C(F)(F)F)ccc1Cl)C(O)Cc1ccccc1 (configuration not stated) | . | . | . | 2 | -4 | 22 | 2 | . | -1.4
7 | O=C(N/N=C/c1cc2ccccc2nc1Cl)c1ccncc1 | -4 | -0.1 | 15 | 1 | 5 | 0 | 1 | 4 | -0.1
8 | CCCn1c(C)cc(C(=O)COC(=O)c2c(C)nn(-c3ccccc3)c2C)c1C | -2 | 0.2 | -29 | 4 | 4 | -1 | 0 | -6 | -0.4
9 | O=C(NCCCO)C(=O)Nc1cc2c3c(c1)CCC(=O)N3CCC2 | -6 | 0.8 | 6 | 2 | -4 | -7 | 1 | 2 | 0.1
10 | COc1cc(/C=C2\SC(=Nc3cccnc3)NC2=O)cc(OC)c1OC | 5 | -0.4 | -24 | -2 | -2 | -4 | 5 | 0 | 6.8
11 | COCCCNC(=O)c1c(N)n(-c2ccc3c(c2)OCO3)c2nc3ccccc3nc12 | 0 | 0.2 | -1 | 5 | -2 | -1 | 6 | 10 | -0.3
12 | CN1CCN(C(=O)c2cc3ccccc3[nH]2)CC1 | 1 | -0.6 | -10 | 1 | -8 | -22 | 0 | 11 | 0.9
13 | COC(=O)C(NC(=O)c1ccccc1C)(Nc1ncc(S(=O)(=O)c2ccc([N+](=O)[O-])cc2)s1)C(F)(F)F (configuration not stated) | 0 | 1.1 | -17 | 6 | -4 | -17 | 13 | 4 | 3.6
14 | C/C(=N\NC(N)=S)c1ccncc1 | 5 | 1.8 | 4 | -4 | 4 | -7 | 1 | 3 | 0.3
15 | O=C(Oc1ccc(-c2ccccc2)cc1)N1CCOCC1 | 3 | 0.2 | 5 | 1 | -4 | -32* | 8 | -12 | 0.2
16 | Cc1sc(NC(=O)COc2ccccc2)c(C#N)c1C | . | . | . | -1 | -6 | 4 | 3 | -18 | 0.0
17 | COc1cc(OC)c(C(=O)NC2CC(C)(C)NC(C)(C)C2)cc1OC | -15 | . | . | -6 | -1 | -2 | -3 | 2 | -0.3
18 | CC(NC(=O)C1CC1)C(c1cccs1)N1CCN(c2ccccc2)CC1 (configuration not stated) | 3 | 0.9 | 15 | -6 | 2 | 2 | 1 | 0 | -1.2
19 | O=C(NCCCO)C(=O)Nc1c2c(nn1-c1ccccc1)CSC2 | 16 | -0.2 | . | -2 | -1 | . | -3 | -4 | 0.2
20 | CC(=O)Nc1cccc(Oc2ccc(-c3noc(C)n3)cc2)c1 | 1 | -0.6 | -14 | -5 | -6 | -9 | 10 | -2 | 0.9
21 | CCCCNc1cc(C)oc(=O)c1C(C)=O | 12 | 0.6 | 17 | -1 | -6 | -1 | 0 | 0 | 0.3
22 | COc1c(C)cc(C(=O)C2CCCN(C(=O)C3=C(C)OCCO3)C2)cc1C (configuration not stated) | 11 | 1.0 | 0 | 11 | -2 | 1 | 4 | -5 | -0.5
23 | COc1ccc(/C=C/C(=O)OCC(=O)Nc2cccc(C(C)=O)c2)cc1 | -10 | -0.6 | 15 | 37* | 11 | 2 | 5 | -8 | 0.4
24 | O=C(C1CCN(S(=O)(=O)c2ccc(F)cc2)CC1)N1CC=C(c2ccccc2)CC1 | -2 | 0.0 | -2 | -1 | -1 | -11 | 2 | -5 | -0.5
25 | CCCOc1ccc(C2C(=O)N(C3CCCCC3)CC(=O)N2CCc2ccccc2)cc1OC (configuration not stated) | 25 | -1.3 | . | -7 | 0 | -19 | -1 | 7 | 0.5
26 | O=C1c2ccccc2NC(c2cccc([N+](=O)[O-])c2)N1O (configuration not stated) | -1 | -1.3 | -8 | -12 | -3 | 3 | 3 | 22 | 0.2
27 | COC(=O)c1cccc(NC(=O)/C=C/c2cccc([N+](=O)[O-])c2)c1 | -7 | -0.1 | -5 | 6 | -3 | -29 | 2 | -18 | -0.7
28 | COc1cccc(C(=O)c2c[nH]c(C(=O)NCc3cccnc3)c2)c1 | -6 | -0.7 | 27 | 1 | -4 | -14 | 4 | -21 | -0.2
29 | CCOc1ccc(CNC(=O)c2cc(-c3ccc(Cl)s3)nc3ccccc23)cc1 | 20 | -0.3 | . | 10 | 1 | 13 | 36* | 4 | 0.1
30 | COc1ccc(C(=O)Nc2c3c(nn2-c2ccc([N+](=O)[O-])cc2)CS(=O)(=O)C3)cc1 | -11 | . | . | 0 | -7 | 2 | 6 | 1 | 1.0
31 | C=CCOc1cccc(C(=O)N2CCCC(CCC(=O)NCc3ccccc3F)C2)c1 (configuration not stated) | -1 | -2.2 | -8 | -23 | 6 | -12 | 3 | 9 | -1.2
32 | COc1cccc(NS(=O)(=O)c2ccc3[nH]c4c(c3c2)CCCCCC4)c1 | 13 | 1.1 | . | 7 | -6 | -19 | 1 | -35 | -0.4
33 | Cc1cccc(CCN(CC(=O)NC2CCCCC2)C(=O)c2csnn2)c1 | 1 | 0.5 | 0 | 0 | 6 | 8 | 1 | -7 | -0.1
34 | CCC(Oc1ccccc1)C(=O)OCC(=O)N(CC)c1c(N)n(Cc2ccccc2)c(=O)[nH]c1=O (configuration not stated) | . | . | . | 1 | 1 | -6 | 2 | -10 | 0.5
35 | COc1cc(C(=O)NC(C(=O)Nc2cccc(C(C)=O)c2)C(C)C)cc(OC)c1OC (configuration not stated) | 6 | -0.9 | 8 | -3 | -12 | 20 | 1 | 15 | -0.8
36 | COc1ccc(-c2nnc3sc(C(C)N4C(=O)c5ccccc5C4=O)nn23)cc1 (configuration not stated) | 7 | -0.6 | -7 | -8 | -2 | 0 | 5 | 3 | -1.5
37 | COc1ccc(Cc2nnc(NC(C)=O)s2)cc1 | -9 | 0.0 | -17 | -1 | -2 | 8 | 7 | ? | 0.1
38 | CCCNS(=O)(=O)c1ccc2c(c1)n(C)c(=O)n2C | 10 | 1.0 | 2 | 3 | -2 | -7 | 1 | -12 | 0.9
39 | O=C(Cc1n[nH]c(=O)[nH]c1=O)N/N=C/c1ccccc1 | 9 | 0.5 | 2 | 0 | -4 | -4 | 8 | -7 | 0.0
40 | Cc1ccc(NC(=O)Cn2c(=O)cnc3ccccc32)cc1S(=O)(=O)N1CCOCC1 | -11 | 0.0 | -19 | 9 | -3 | -14 | 1 | -20 | 0.5
41 | O=C(/C=C/c1cccc(F)c1)N1CCN(c2ccccn2)CC1 | 3 | -0.4 | -2 | 10 | -18 | -27 | 4 | -15 | 0.1
42 | Cc1ccc(C)c(OCC(=O)Nc2ccncc2)c1 | 2 | -0.7 | -10 | -6 | -3 | -19 | 16 | 4 | -0.5
43 | COc1ccccc1NS(=O)(=O)c1ccc2oc(N)nc2c1 | 7 | 0.1 | 4 | 2 | 2 | 9 | -1 | 2 | 0.1
44 | CCOC(=O)c1c(C)[nH]c(C)c1S(=O)(=O)N(C)CC(=O)Nc1ccc(C)c(N(C)C)c1 | 9 | -0.4 | . | 6 | -1 | -7 | 3 | . | -0.6
45 | O=C(Cn1c(=O)c2cccn2c2ccccc21)Nc1ccc(F)cc1F | -1 | 0.9 | -12 | 13 | 13 | 4 | 3 | 3 | -0.3
46 | O=C(CCn1nnc2ccccc21)N/N=C\Cc1ccccc1 | . | 1.2 | 7 | 2 | -2 | 3 | 0 | -17 | -0.4
47 | COc1ccc(-c2nnc3sc(-c4ccc(Br)o4)nn23)cc1OC | 3 | 0.4 | -10 | 8 | 3 | -4 | 1 | . | -0.1
48 | NC(=O)C1CCN(S(=O)(=O)c2ccccc2[N+](=O)[O-])CC1 | -20 | 0.5 | 0 | 2 | 1 | 3 | 1 | 3 | 0.2
49 | O=C(Nc1cccc(F)c1F)C1CCN(c2ncccn2)CC1 | 8 | -0.8 | . | 1 | -2 | 6 | 3 | . | -1.0
50 | O=C(N/N=C/c1c(O)ccc2ccccc12)c1ccc(Br)o1 | . | . | . | 4 | 23 | -2 | 97* | -35 | 51*
51 | N#CC1(c2ccccc2)CCN(S(=O)(=O)c2ccc(OC(F)(F)F)cc2)CC1 | 0 | -0.7 | 16 | -9 | -3 | -6 | 8 | -2 | 0.2
52 | CC1CCCC(NC(=O)COC(=O)COc2ccc(Cl)cc2)C1C (configuration not stated) | 0 | 0.2 | -2 | -4 | 0 | -10 | 2 | -2 | -0.2
53 | Cc1nc(NC(=O)c2ccc(Cl)cc2)sc1-c1csc(Nc2cccc(F)c2)n1 | -4 | 0.3 | 5 | 1 | 2 | 12 | 1 | . | 0.5

Single records (already shown). Order of screens: D2 PAM	D2 ag	D2 antagonist	TRHR PAM	D1 potentiator	D1 antagonist	D1 ag	RXFP1 antag	TRHR ag
O=C(N/N=C/c1c(O)ccc2ccccc12)c1ccc(Br)o1 in the list: .	.	.	4	23	-2	97*	-35	51*
Cc1nc(NC(=O)c2ccc(Cl)cc2)sc1-c1csc(Nc2cccc(F)c2)n1 in the list: -4	0.3	5	1	2	12	1	.	0.5
N#CC1(c2ccccc2)CCN(S(=O)(=O)c2ccc(OC(F)(F)F)cc2)CC1 in the list: 0	-0.7	16	-9	-3	-6	8	-2	0.2
NC(=O)C1CCN(S(=O)(=O)c2ccccc2[N+](=O)[O-])CC1 in the list: -20	0.5	0	2	1	3	1	3	0.2
COc1ccc(-c2nnc3sc(-c4ccc(Br)o4)nn23)cc1OC in the list: 3	0.4	-10	8	3	-4	1	.	-0.1

Screening results: PubChem, National Center for Advancing Translational Sciences (NCATS)
